Screening data as filed in PubChem BioAssay.
Pol kappa inh = qHTS for Inhibitors of Polymerase Kappa; Potency, µM (series often up to 107 µM), without a hit: at the highest dose activity, negative = inhibition, hits mostly inhibitors; 0.53% of 400,000 active; DNA polymerase kappa (Homo sapiens), Q9UBT6; AID 588579, 2011; purified Pol kappa, fluorescent DNA synthesis assay, 10 min; note: % is set by controls: 0 for no effect and ±100 for the full control effect
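Fluorescent qHTS in 1536-well format: enzyme (10 nM) and compound sat 15 min at room temperature before 50 nM substrate (final) was added. Signal taken at 0 and 10 min; no-enzyme buffer wells were negative controls.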
BLM helicase inh = qHTS Assay for Inhibitors of Bloom's syndrome helicase (BLM); 0.2% of 350,000 active; Potency, µM (titrated, usually from 56.1 µM), without a hit: at the highest dose activity change, negative = inhibition, hits mostly inhibitors; AID 2528, 2010; RecQ-like DNA helicase BLM (Homo sapiens), P54132; recombinant BLM DNA unwinding, fluorescence dequenching;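 note: plate controls were vehicle for no effect and no enzyme for full effect; nearly all actives have a fitted effect of over 35% in size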
POLH inh = qHTS for Inhibitors of Polymerase Eta; DNA polymerase eta (Homo sapiens), Q9Y253; recombinant Pol eta, fluorescent DNA replication assay; Potency, µM (doses to about 114 µM), without a hit: at the top dose activity change, negative = inhibition, most hits filed as inhibitors; 1.2% of 390,000 active; note: % is set by controls: 0 for no effect and ±100 for the full control effect
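Pol eta at 10 nM preincubated with compounds 15 min at room temperature; reaction started with fluorescent substrate (50 nM final) and read kinetically at 0 and 10 min.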
APEX1 inh = qHTS Assay for Inhibitors of the Human Apurinic/apyrimidinic Endonuclease 1 (APE1). DNA repair nuclease/redox regulator APEX1 (Homo sapiens), P27695. recombinant APE1, TAMRA/BHQ-2 abasic DNA cleavage fluorescence. Potency, µM (titrated, usually from 65.8 µM), for inactives: at the highest dose activity change, negative = inhibition, actives largely listed as inhibitors. 0.35% of 350,000 active. AID 2517, 2012;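 note: plate controls were vehicle for no effect and reference inhibitor for full effect; nearly all actives have a fitted effect of over 55% in size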
Target sequence (P27695 whole entry, looked up): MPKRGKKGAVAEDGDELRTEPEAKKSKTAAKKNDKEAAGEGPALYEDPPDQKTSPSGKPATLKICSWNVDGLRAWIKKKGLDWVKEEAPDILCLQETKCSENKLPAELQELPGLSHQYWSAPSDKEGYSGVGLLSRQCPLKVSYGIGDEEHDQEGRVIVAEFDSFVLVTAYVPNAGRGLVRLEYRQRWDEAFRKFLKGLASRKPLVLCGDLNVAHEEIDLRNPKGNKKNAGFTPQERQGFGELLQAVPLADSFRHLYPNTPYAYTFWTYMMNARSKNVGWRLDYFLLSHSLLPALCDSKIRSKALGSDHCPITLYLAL
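Quantitative HTS: incision of a TAMRA/BHQ-2 double-stranded substrate bearing a tetrahydrofuran abasic site by 0.75 nM APE1 raises fluorescence. Substrate 50 nM final, added after 15 min compound preincubation at room temperature; progress as third-minus-first kinetic read difference.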
BAZ2B block = qHTS Assay for Inhibitors of BAZ2B; AID 504333, 2011; 4.4% of 360,000 active; Bromodomain adjacent to zinc finger domain protein 2B (Homo sapiens), Q9UIF8; Potency, µM (doses to about 114 µM), for inactives: at the top dose activity change, negative = inhibition, usual class: inhibitors; AlphaScreen BAZ2B-H3K14Ac peptide displacement; note: % is set by controls: 0 for no effect and ±100 for the full control effect; nearly all actives have a fitted effect of over 60% in size
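Inhibition is scored as reduced AlphaScreen emission. The BAZ2B/b-H3(5-23)K14Ac complex (50 nM each) in PBS pH 7.4, 0.01% Tween-20 meets compound (up to 110 uM) for 30 min at RT before bead addition.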
Pol iota inh = qHTS for Inhibitors of Polymerase Iota. Pol iota fluorescent replication assay, 10 min. 1% of 390,000 active. Potency, µM (highest dose often 115 µM), for inactives: top-dose activity, negative = inhibition, hits mostly inhibitors
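Fluorescent replication assay read twice, at 0 min and 10 min after adding 50 nM (final) substrate. Enzyme (10 nM) and compounds were first incubated 15 min at room temperature; enzyme-free buffer wells were negative controls.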
JMJD2A Tudor inh = qHTS Assay for Inhibitors of JMJD2A-Tudor Domain; Lysine-specific demethylase 4A (Homo sapiens), O75164; AlphaScreen JMJD2A-Tudor / H3K4me3 peptide binding; Potency, µM (doses to about 114 µM), for the others: at the highest dose activity change, negative = inhibition, usual class: inhibitors; 4.4% of 390,000 active; AID 504339, 2011; note: % is set by controls: 0 for no effect and ±100 for the full control effect; nearly all actives have a fitted effect of over 50% in size
G9a inh = qHTS Assay for Inhibitors of Histone Lysine Methyltransferase G9a; Potency, µM (top dose mostly 102 µM), without a hit: top-dose activity, negative = inhibition, actives largely listed as inhibitors; G9a H3K9 monomethylation, AlphaScreen, 2 h; Histone-lysine N-methyltransferase EHMT2 (Homo sapiens), Q96KQ7; 8.8% of 350,000 active; AID 504332, 2011; note: % is set by controls: 0 for no effect and ±100 for the full control effect; nearly all actives have a fitted effect of over 75% in size
Target sequence (Q96KQ7 913-1193 limits assumed): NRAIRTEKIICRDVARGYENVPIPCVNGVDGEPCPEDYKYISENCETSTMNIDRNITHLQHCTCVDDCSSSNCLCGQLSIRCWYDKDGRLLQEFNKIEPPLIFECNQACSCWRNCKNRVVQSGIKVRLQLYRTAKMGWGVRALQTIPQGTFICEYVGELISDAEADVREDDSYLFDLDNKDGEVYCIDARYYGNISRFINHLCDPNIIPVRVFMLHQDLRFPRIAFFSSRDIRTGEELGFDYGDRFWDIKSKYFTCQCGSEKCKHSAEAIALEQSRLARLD
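AlphaScreen detection with an anti-monomethyl H3K9 antibody quantified product after a 2 h room-temperature reaction containing 500 nM biotinylated H3K9 peptide, 20 µM SAM and 20 nM enzyme, which had been preincubated 15 min with compound.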
Pol beta inh = qHTS Assay for Inhibitors of DNA Polymerase Beta. P06746. Pol beta primer extension/strand displacement, fluorescence kinetic. Potency, µM (highest dose often 114 µM), for inactives: top-dose activity change, negative = inhibition, usual class: inhibitors. 1.3% of 340,000 active; note: % is set by controls: 0 for no effect and ±100 for the full control effect
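Homogeneous kinetic assay of primer extension and strand displacement by 10 nM Pol beta, preincubated 15 min at room temperature with compound before 50 nM substrate (final) was added. Read at 0 and 10 min; four-parameter Hill fit.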
* hit, by the source's call; u = inconclusive; x = no result given; & = joins results of further samples; [ ] = remark or other dose. Calls come from the whole dose curve; as a rule, active = well fitted curve in the direction sought with a large enough effect; inconclusive = small, poorly fitted or top-dose-only effect, or another doubt; inactive = no such curve, though single readings can be large; an effect the other way counts as inactive or inconclusive. Potency is the fitted concentration of half-maximal effect.

Order of values: APEX1 inh, Pol iota inh, BLM helicase inh, Pol beta inh, BAZ2B block, G9a inh, Pol kappa inh, JMJD2A Tudor inh, POLH inh
> CCC(Oc1ccccc1)C(=O)Nc1nc2c(s1)C(=O)CC(C)(C)C2 (stereo not given)
    -4%, 18%, -6%, 3%, -8%, 0%[12.7 µM], -13%, -9%[57.1 µM], -8%
> O=C(NCC1CCCO1)c1cccc(NS(=O)(=O)c2ccc(Br)cc2)c1 (stereo not given)
    0%, 116%[activator], x, x, -1%, 0%, -6%, -8%, 10%
> COc1ccc(NC(=O)Nc2cccc3c2O[C@H](CN(C)C(=O)Nc2c(C)noc2C)[C@@H](C)CN([C@H](C)CO)C3=O)cc1
    -14%, 9%, x, x, x, x, 0%, -18%, -8%
> CC(=O)N1CCN(c2cccc(C)c2C)CC1
    0%, 45%[activator], 2%, 1%, 25%, 18%, -9%, -22%, -10%
> CC(=O)c1cccc(NC(=O)Nc2cccs2)c1
    -1%, 0%, -13%, -1%, u, u, -17%, -23%, 1%
> CC(=O)c1ccc(NC(=O)c2ccc(NC(=O)c3ccco3)cc2)cc1
    1%, -19%, -13%, 28%, u, x, -11%, -15%, 9%
> Clc1cccc(-c2csc(Nc3cccnc3)n2)c1
    -2%, 115%[activator], -1%, 0%, -3%, 45µM*, -16%, -7%, -18%
> Oc1ccc(-c2cccc(-c3ccc(O)cc3)c2)cc1
    17%, 8%, -7%, 1%, -32%, -4%[0.501 µM], -5%, -15%, -11%
> CSc1cc(-c2ccccc2)n(Cc2ccccc2Cl)c(=O)c1C#N
    5%, 19%, -2%, 3%, 12%, 44%[59 µM], -9%, 27%, -10%
> COC(=O)c1ccc(OC(=O)c2ccc(OCc3c(C)noc3C)c(OC)c2)cc1
    3%, x, 0%, -14%, x, 7%[59 µM], x, x, x
> Cc1ccc(C(=O)NNC(=O)CCn2nnc3ccccc32)cc1
    2%, 12%, 2%, 0%, -21%, 5%, 6%, -9%, -10%
> Cc1ccc(C)c(C(=O)CN2C(=O)NC3(CCC(C)CC3)C2=O)c1 (stereo not given)
    17%, 61%[activator], 3%, 25%, -8%, 2%[59 µM], -5%, -9%, -12%
> COC(=O)C1=CN(C)C=C(C(=O)OC)C1c1ccccc1Cl
    -3%, 12%, 4%, 16%, 39%[activator], 4%[59 µM], 1%, 15%, 9%
> COc1cccc(NC(=O)c2sc3nc(C)c(C(=O)Nc4ccc(C)cc4C)c(-c4ccc(C)o4)c3c2N)c1
    x, 54%[activator], -11%, 13%, -14%, 13%[59 µM], 7%, -16%, -15%
> CCN(CC)CCCNC(=S)N1CCN(c2nc(-c3ccccc3)cs2)CC1
    1%, 26%, -7%, 5%, u, u, 0%, u, -11%
> Cc1ccc(S(=O)(=O)N(C)c2ccc(OCC(=O)OCC(=O)N(CC#N)c3ccccc3)cc2)cc1
    -13%, 18%, x, x, 9%, u, -7%, -17%, -6%
> CC1(C)CC(=O)C(C=Nc2cccnc2/N=C/C2=C(O)CC(C)(C)CC2=O)=C(O)C1
    -10%, -11%, 1%, -33%, 0%, u, 2%, -10%, -25%
> COc1ccc(-c2cn3c(n2)sc2cc(C(=O)NC4CCCCC4)ccc23)cc1
    x, 16%, -1%, u, 4%, 5%[59 µM], -8%, -12%, -23%
> CC(C)(C)NC(=O)Cn1c(=O)c(=O)n(Cc2ccccc2)c2ccc(Cl)cc21
    4%, 23%, 0%, 3%, 5%, 19%[59 µM], -3%, -7%, -17%
> Cc1ccsc1C(=O)NNC(=O)Nc1ccc(Cl)c(Cl)c1
    -6%, 4%, -2%, 3%, 3%, 15%[59 µM], 2%, 3%[11.4 µM], 5%
> CCN(Cc1ccccc1)C(=O)Cn1c(=O)n(-c2ccc(OC)cc2OC)c(=O)c2c(C)c(C)sc21
    12%, 7%&15%, -7%&-6%, 13%&1%, -29%&-34%, 10%&-26%[59 µM], 0%&-14%, -14%&-23%, -26%
> CCOC(=O)c1cc(C)nn1-c1nc(Cl)cc(OC)n1
    3%, 20%, 3%, 0%, 9%, 17%[59 µM], 3%, 1%, -15%
> O=C(COc1ccc(S(=O)(=O)N2CCCCC2)cc1)NCc1ccccn1
    5%, 10%, 1%, 5%, 0%, 0%, -4%, -5%, -8%
> COc1ccc(OC)c(C2=Nn3c(nnc3-c3cc(C)[nH]n3)SC2)c1
    2%, 20%, 0%, 4%, -14%, u, 0%, -7%, -14%
> CC1CN(C(=O)CCC(=O)NCc2ccccc2)c2cc(Cl)ccc2O1 (stereo not given)
    61%[activator], 11%&21%, 1%&1%, 0%&-18%, -7%&-7%, 23%, -2%&8%, u, 0%&1%
> CN(C)CCOC(=O)NC12CC3CC(CC(C3)C1)C2
    0%, 28%, 4%, 13%, -3%, x, 4%, -3%, -9%
> Cc1cc(NC(=O)Cn2cc(C(F)(F)F)cc(Cl)c2=O)no1
    -11%, 22%, -10%, 15%, 21%, u, -12%, 1%, -7%
> COc1ccc(C(=O)CSc2nc(C)cc(C)n2)cc1C
    30%, -1%, -6%, 10%, -6%, 7%, -20%, -2%, -15%
> COc1cc(C(=O)NC2CCN(CC(=O)NC3CCCCC3)CC2)cc(OC)c1OC
    9%, 46%[activator], 0%, -2%, 4%, 18%, -6%, 12%, -10%
> Cc1cc(C)c(NC(=O)c2cc(S(=O)(=O)NCCC3=CCCCC3)ccc2F)c(C)c1
    x, 1%, -1%, 26%, 2%, 16%[59 µM], -12%[60.1 µM], -4%, 0%
> COc1ccc(CCNC(=O)CCCN2C(=O)c3ccccc3C2=O)cc1
    -5%, 50%[activator], -11%, 3%, -7%, 23%[12.7 µM], -5%, -7%[57.1 µM], -12%
> O=C(NCCN1CCN(c2ccccc2)CC1)c1cccc(Cl)c1
    13%, -34%, -3%, u, -5%, u, -6%, -19%, -8%
> Cc1ccc(OCCC(=O)Nc2cc(S(=O)(=O)N3CCOCC3)ccc2N2CCCC2)cc1
    x, 5%, x, x, x, x, 1%, 2%, -22%
> CCN(CC)CCN(Cc1cc2cc(C)c(C)cc2[nH]c1=O)C(=S)NCc1ccco1
    17%, 36%[activator], -10%, 10%, -4%, x, 2%, -33%, -19%
> CCC(=O)Nc1nnc(SCC(=O)Nc2cccc(Cl)c2)s1
    -10%, 3%, -2%, 59%, -11%, x, -3%, -3%, -22%
> CC(C)(C)c1ccc(-n2ncc3c2CCCC3NC(=O)C2(C(N)=O)CC2)cc1 (stereo not given)
    -20%, 19%, -1%, -29%, -1%, 13%, 7%, -31%, -20%
> Cc1csc(Nc2nc(N)c(C(=O)Nc3cc(Cl)ccc3F)o2)n1
    60%[activator], 103%[activator], -5%, 12%, -4%, -3%, -10%, -17%, -12%
> CC(C)(C)OC(=O)NCc1ccc(CNC(=O)c2[nH]cnc2C(=O)NCC(=O)OCc2ccccc2)cc1
    32%, 25%, -3%, -8%, -4%, 6%, -10%, -8%, -29%
> O=C(Cc1ccccc1F)Nc1cc(S(=O)(=O)N2CCOCC2)ccc1N1CCOCC1
    0%, 38%[activator], x, x, 0%, 3%[12.7 µM], 11%, -6%, -13%
> CC(/C(O)=C(\C#N)c1nc2ccccc2n1C)N1C(=O)c2ccccc2C1=O (stereo not given)
    19%, x, -1%, -2%, -2%, -22%, x, x, x
> COc1ccc(/C=C(\NC(=O)c2ccccc2)C(=O)OC[C@@H]2CCC[N+]3(C)CCCCC23)cc1OC (stereo not given in full)
    3%, 11%, -8%, 32%, -11%, -17%[59 µM], -16%, 16µM*, -24%
> O=C(c1cnn(C(=O)COc2ccccc2F)c1)c1cc(F)ccc1O
    0%, 28%, -1%, 0%, u, -8%, -10%, -29%, -2%
> CCOc1ccc(N/C(C)=C/C(=O)c2ccc3c(c2)OCCO3)cc1
    -1%, 149%[activator], -11%, -1%, u, x, u, u, -15%
> CC(C)(C)c1ccc(C(=O)NCc2nnc(SCC(=O)NC3CCCC3)o2)cc1
    54%[activator], 9%, -12%, -8%, -31%, 26%, -2%, -12%, -6%
> COc1ccccc1CNC(=O)CN(C)S(=O)(=O)c1ccc(F)cc1
    3%, 18%, -4%, 88%, 5%, 19%, -5%, -11%, -2%
> NC(=O)COC(=O)CCCc1nc2ccccc2s1
    21%, 18%, -12%, 32%, -4%, -3%[59 µM], 2%, -5%, -16%
> CCOc1ccc(NC(=O)c2ccc(NC(=S)NC3CC3)cc2)cc1
    6%, 49%[activator], -1%, 17%, -2%, -48%, -5%, 3%, -19%
> O=C(/C(=N\O)n1cncn1)c1ccc(Br)cc1Br
    6%, 10%, -14%, -9%, 16%, 7%[59 µM], -8%, -13%, -8%
> CCCCOC(=O)Nc1nc(C)c(C(=O)OCC)s1
    2%, 8%, 1%, 27%, 12%, -49%, -11%, -6%, -12%
> CCOC(=O)Nc1ccc(S(=O)(=O)NC2CCCCC2)cc1
    7%, 5%, 0%, -2%, -19%, -1%, -7%, -11%, -9%

Going on with the list:
Order of values: APEX1 inh, Pol iota inh, BLM helicase inh, Pol beta inh, BAZ2B block, G9a inh, Pol kappa inh, JMJD2A Tudor inh, POLH inh
> CCOC(=O)N1CCN(C(=O)c2cc(C)no2)CC1
    -1%, 9%, 3%, 18%, 0%, 4%, -13%, -8%, -2%
> O=C(C[n+]1cccc(O)c1)NCc1ccc(Cl)cc1
    15%, -7%, -7%, 41%, -13%, -2%, -4%, u, 5%
> O=S(=O)(c1cccc(-c2nnc3n2CCCCC3)c1)N1CCCC1
    0%, 75%[activator], 0%, 10%, x, 0%, -11%, 8%, -22%
> CCOC(=O)c1nnn(CC(=O)Nc2ccccc2OC)c1C(=O)OCC
    3%, -6%, 0%, 1%, 7%, 15%, 6%, -15%, -15%
> CCOc1ccc(S(=O)(=O)Nc2ccc3oc4c(c3c2)CC(C)CC4)cc1 (stereo not given)
    x, 8%, -15%, -15%, u, u, -10%, -24%, u

Only part of the results is shown; the hit share may differ from the screen's.
